From PubChem BioAssay
D1 antagonist – Antagonist of Human D 1 Dopamine Receptor: qHTS; D(1A) dopamine receptor (Homo sapiens), P21728; HEK293 TREx D1 cells, calcium flux, dopamine EC80; stronger effect = lower value; activity change, negative = inhibition, % at 10 µM; hit rate 3.2% among 360,000; in the data active means activity change below about -30%; further: on the % scale 0 is the no-effect control and ±100 the full control effect
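Using tetracycline-induced force-coupled D1 Hek293 cells and a calcium dye, signals were followed for 180 s after compound, then for 180 s after EC80 dopamine, to detect inhibitors.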
TRHR PAM – qHTS for Small Molecule Agonists and Allosteric Enhancers of Human TRH Receptor: Primary Screen for Enhancers. Thyrotropin-releasing hormone receptor (Homo sapiens), P34981. hit rate 0.66% among 360,000. TRHR cells, fluo-8 calcium fluorescence, EC20 TRH enhancement. enhancement, % at 2 µM; in the data active means enhancement above about 30%; further: 0% is about no effect
Target sequence (P34981 whole entry, looked up): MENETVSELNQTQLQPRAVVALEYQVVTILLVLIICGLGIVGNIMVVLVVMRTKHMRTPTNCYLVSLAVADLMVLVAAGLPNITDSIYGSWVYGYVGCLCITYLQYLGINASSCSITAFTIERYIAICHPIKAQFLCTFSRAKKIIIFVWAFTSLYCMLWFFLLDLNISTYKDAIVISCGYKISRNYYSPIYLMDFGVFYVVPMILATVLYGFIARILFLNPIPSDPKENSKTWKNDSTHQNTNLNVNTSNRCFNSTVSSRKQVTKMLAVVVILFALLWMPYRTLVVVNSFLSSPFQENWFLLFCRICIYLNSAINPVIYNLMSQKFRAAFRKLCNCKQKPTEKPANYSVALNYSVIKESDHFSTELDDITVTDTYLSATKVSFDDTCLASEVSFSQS
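TRHR-expressing cells loaded with fluo-8 calcium dye were read kinetically (ex 480/em 530) during compound addition, then stimulated with an EC20 of TRH (10 nM final). Enhancement of the Gq-mediated intracellular calcium response was scored.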
D1 potentiator – Potentiators of Human D1 Dopamine Receptor: qHTS; D(1A) dopamine receptor (Homo sapiens), P21728; HEK293 TREx D1 cells, calcium flux, dopamine EC20 potentiation; potentiation, % at 10 µM; hit rate 0.036% among 360,000; in the data active means potentiation above about 30%; further: 0% is about no effect
D2 potentiator – HTS Assay for Positive Allosteric Modulators of the Human D2 Dopamine Receptor: Primary Screen for Potentiators; D(2) dopamine receptor (Homo sapiens), P14416; HEK293 T-REx D2, calcium flux, EC20 dopamine potentiation; potentiation, % at 10 µM; hit rate 0.34% among 340,000;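 active means potentiation over 3 SD above the plate norm, cut at about 30% in these data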; further: 0% is about no effect
Target sequence (P14416 whole entry, looked up): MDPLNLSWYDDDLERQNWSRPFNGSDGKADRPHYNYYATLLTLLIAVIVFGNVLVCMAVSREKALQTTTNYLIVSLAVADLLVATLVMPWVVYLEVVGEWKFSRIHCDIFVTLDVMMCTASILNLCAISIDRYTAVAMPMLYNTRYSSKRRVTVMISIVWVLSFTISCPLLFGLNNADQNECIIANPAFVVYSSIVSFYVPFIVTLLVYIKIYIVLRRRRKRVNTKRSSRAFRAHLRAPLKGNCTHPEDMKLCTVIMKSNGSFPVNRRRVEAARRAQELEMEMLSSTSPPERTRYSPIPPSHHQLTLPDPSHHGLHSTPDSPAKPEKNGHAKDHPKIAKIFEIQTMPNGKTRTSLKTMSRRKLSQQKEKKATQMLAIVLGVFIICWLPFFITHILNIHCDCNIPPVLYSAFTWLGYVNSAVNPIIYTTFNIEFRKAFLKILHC
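Using a no-wash calcium dye in inducible, force-coupled HEK293 Trex cells expressing D2, we tracked fluorescence each second for 180 s after compound, then for 180 s after EC20 dopamine to detect augmented signalling.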
D1 agonist – Allosteric Agonists of the Human D1 Dopamine Receptor: qHTS; HEK293 T-REx D1 cells, calcium flux, agonist mode; activation, % at 2 µM; hit rate 1% among 360,000; further: 0% is about no effect
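Inducible HEK293 T-REx D1 cells, force-coupled to calcium signalling, were plated at 4000 cells/well with tetracycline and held overnight at 30 C. After no-wash calcium dye loading, compound-evoked calcium rise over 180 s flagged agonists.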
D2 antag – HTS Assay for Allosteric Antagonists of the Human D2 Dopamine Receptor: Primary Screen for Antagonists; D(2) dopamine receptor (Homo sapiens), P14416; HEK293 TREx D2 cells, calcium flux, dopamine EC80; inhibition, % at 10 µM; hit rate 2% among 340,000; AID 485344, 2010; in the data active means inhibition above about 30%; further: 0% is about no effect
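Read-out: kinetic calcium fluorescence (1 cycle/s) in inducible HEK293 T-REx D2 cells after an EC80 dopamine addition that followed 180 s compound preincubation. Loss of the dopamine response indicates antagonism.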
D2 ag – HTS Assay for Allosteric Agonists of the Human D2 Dopamine Receptor: Primary Screen for Agonists. HEK293 T-REx D2 cells, calcium flux agonist mode. D(2) dopamine receptor (Homo sapiens), P14416. activation, % at 2 µM. hit rate 0.53% among 340,000;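 active means activation over 3 SD above normal in the single-dose calcium agonist read, cut at about 30% in these data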; further: 0% is about no effect
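Agonism is scored from calcium flux in a force-coupled, inducible HEK293 cell line expressing D2, read kinetically for 180 s after compound addition against dopamine controls.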
RXFP1 antagonist – qHTS Assay for Antagonists of the Relaxin Receptor RXFP1. Relaxin receptor 1 (Homo sapiens), Q9HBX9. HEK293-RXFP1, relaxin-stimulated cAMP HTRF, 30 min; stronger effect = lower value. hit rate 0.59% among 350,000. activity change, negative = inhibition, % at 57.5 µM. AID 1259400, 2018;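 active means activity change of -60% or lower, but not beyond a set lower limit; inconclusive means change between -60% and -40%, or beyond the set limit; inactive means change above -40%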; further: on the % scale 0 is the no-effect control and ±100 the full control effect
TRHR agonist – qHTS for Small Molecule Agonists and Allosteric Enhancers of Human TRH Receptor: Primary Screen for Agonists; AID 493084, 2011; TRHR cells, calcium flux fluo-8, FDSS agonist mode; Thyrotropin-releasing hormone receptor (Homo sapiens), P34981; hit rate 0.18% among 360,000; activation, % at 2 µM; further: 0% is about no effect
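In this calcium-flux screen, cells bearing human TRHR are dye-loaded with fluo-8, baselined for 10 cycles, then exposed to library compounds; positive kinetic calcium responses during the agonist phase mark hits, with TRH as control.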
Starred values were filed as active, the others as inactive; ? = inconclusive; nt = not tested or not shown. Unless noted, no stated cut-off is given here; in the data, active means activation above about 30%; inactive means the rest.

mol	D1 antagonist	D2 antag	D1 agonist	TRHR agonist	TRHR PAM	RXFP1 antagonist	D2 potentiator	D1 potentiator	D2 ag
CC(C)(C)NC(=O)NC(=O)COC(=O)CNC(=O)c1cccc(F)c1	6	15	3	0.0	-8	-6	-5	4	-0.2
CC(C)OCCCNC(=O)Cn1c(-c2cccs2)cc2cc(F)ccc21	4	nt	1	-1.5	-3	nt	14	1	-0.9
COc1ccc(CNC(=O)C2CCN(c3nccs3)CC2)cc1	-2	nt	2	-0.2	-2	-3	nt	0	nt
COc1ccccc1CNC(=O)CS(=O)Cc1nc(-c2ccccc2C)oc1C (stereo not drawn)	-19	21	0	-0.5	1	-7	-2	-9	-1.0
CCCCCCCCCCCCCCCC[n+]1cccc(C(=O)N(CC)CC)c1	-21	8	279*	-0.4	2	?	17	15	-1.5
CC(=O)N1CCc2cc(S(=O)(=O)NC(C(=O)Nc3nc(C)cs3)C(C)C)ccc21 (stereo not drawn)	-6	-29	0	-0.4	11	-4	2	3	-0.3
CC[C@@H](C)[C@H](CNC)NC[C@@H](Cc1cccc2ccccc12)NCCc1cccc(C(F)(F)F)c1	18	18	6	-0.2	0	nt	-6	-5	-1.0
O=C(CCC(F)(F)F)N1CCC(CO)(CCc2ccccc2)CC1	23	-17	-2	0.3	-1	4	-4	-7	-0.7
CC1CCc2c(sc3nnn(Cc4cccc(C(=O)OC(C)C)c4)c(=O)c23)C1 (stereo not drawn)	6	nt	-1	-0.3	-2	9	3	5	-0.1
O=C1CC(c2ccccc2)CC(=O)C1CS(=O)(=O)c1ccccc1 (stereo not drawn)	-2	12	3	-0.1	1	-5	0	0	0.4

The list goes on.
mol	D1 antagonist	D2 antag	D1 agonist	TRHR agonist	TRHR PAM	RXFP1 antagonist	D2 potentiator	D1 potentiator	D2 ag
O=S(=O)(c1ccc2c(c1)OCCO2)N1CCN(Cc2ccccc2)CC1	-22	-14	-1	-0.6	-5	-17	7	-11	0.8
CC1Cc2ccccc2N1C(=O)CSc1nncn1C (stereo not drawn)	-5	-8	1	-0.1	-1	9	-2	9	1.9
Cc1ccc(/C=N/NC(=O)CNC(=O)c2cccc([N+](=O)[O-])c2C)o1	14	2	-2	-0.9	0	-1	38*	6	0.6
COc1ccc(-c2nc3nc(C)c(Cc4ccccc4)c(=O)n3[nH]2)cc1	2	nt	0	-0.6	3	0	nt	-6	nt
CCOc1ccc(C2c3c(oc4ccccc4c3=O)C(=O)N2c2ccc(C)cn2)cc1OC (stereo not drawn)	2	23	0	0.3	-6	-9	3	-6	-0.2
Cc1nc2ccccc2n1CC(=O)OCC(=O)NCCc1ccccc1	0	2	1	0.4	-1	-2	9	-4	0.2
CC(C)Cc1nnc(NS(C)(=O)=O)s1	-7	1	3	0.1	-4	-8	2	0	1.0
COc1ccc(/C=C(\NC(=O)c2ccc(C)cc2)C(=O)NCCCn2ccnc2)cc1	-7	-3	3	0.9	2	-2	8	16	0.0
COc1cc(/C=N/NC2=NS(=O)(=O)c3ccccc32)cc(OC)c1OC	6	-10	2	0.1	2	-10	2	2	0.1
COc1ccc([N+](=O)[O-])cc1N(CC(O)CN(C)C)S(=O)(=O)c1ccc(C)cc1 (stereo not drawn)	5	14	2	-0.1	-1	2	0	-4	0.3

Other structures
mol	D1 antagonist	D2 antag	D1 agonist	TRHR agonist	TRHR PAM	RXFP1 antagonist	D2 potentiator	D1 potentiator	D2 ag
Cn1ccc(NC(=O)c2ccc(Cl)cc2Cl)n1	-17	15	0	-0.2	0	5	-4	-4	0.1
COC(=O)c1cccnc1NC(=S)NNC(=O)c1ccncc1	12	4	0	-0.1	-8	-4	-13	-4	0.1
CCC1C(=O)N=C(SCC(=O)NC2CCCCC2)NC1=O (stereo not drawn)	-2	4	0	-0.2	-4	2	8	-3	-0.6
CCN(CC)Cc1c(C(=O)N/N=C/c2cccnc2)nnn1-c1nonc1N	2	-7	5	-1.6	-2	2	8	nt	0.0
Cc1cc(C)c2c(c1)[C@@H]1C=CC[C@@H]1[C@H](c1ccc(S(=O)(=O)N3CCOCC3)cc1)N2	-20	35*	5	-2.1	21	10	2	0	-0.2
Cc1cc(C)c(C#N)c(N2CCCC2)n1	-8	6	2	-0.1	-2	18	2	2	-1.0
CCOc1ncccc1C(=O)OCc1ccc(C(=O)OC)o1	0	2	8	-0.8	5	-17	0	-2	-0.1
COCCN1C(=O)C(=O)/C(=C(/O)c2ccc(S(=O)(=O)N3CCOCC3)cc2)C1c1ccc(O)cc1 (stereo not drawn)	-12	8	4	0.9	2	-17	9	-1	0.8
O=S(=O)(c1cccc(Br)c1)N1CCN(CCc2ccccc2)CC1	-2	nt	7	-1.0	13	-14	nt	-7	nt
Cc1ccc(SCCC(=O)Nc2cccc(N(C)S(C)(=O)=O)c2)cc1	1	1	6	0.3	15	-6	-11	24	0.2

Going on with the list.
mol	D1 antagonist	D2 antag	D1 agonist	TRHR agonist	TRHR PAM	RXFP1 antagonist	D2 potentiator	D1 potentiator	D2 ag
O=C(Cc1ccc(Br)cc1)Nc1ccccc1Sc1ccccc1	8	-6	8	0.3	-12	22	-6	8	-0.4
COc1ccc(S(=O)(=O)NCC2CCCN(Cc3ccc(C)o3)C2)cc1 (stereo not drawn)	-19	-8	4	-0.2	3	-16	-2	-6	2.3
Cc1ccccc1-c1nc(CN2CCC(C(=O)NCc3ccco3)CC2)c(C)o1	-13	-1	4	-0.3	0	3	-8	-5	3.1
O=C(c1cccc(-c2nnc(-c3ccccc3)o2)c1)N1CCCCCC1	8	10	0	-1.1	-4	3	-10	-5	-1.0
COCCNC(=O)C(c1ccc(C)o1)N(Cc1ccc(OC)cc1)C(=O)Cn1nnc2ccccc21 (stereo not drawn)	-11	nt	56*	0.3	-1	-3	nt	-9	nt
CCOC(=O)c1nnc(-c2ccccc2)nc1N1CCSCC1	-6	16	2	-1.4	4	-10	4	nt	-1.3
O=C(CSCc1ccccc1)N/N=C/c1cc2c(cc1Br)OCO2	-12	0	9	-2.0	-12	8	-25	4	-1.3
Cc1cc(C)c2c(=O)c(C#N)coc2c1	-4	-46	0	1.1	-3	-13	4	4	0.8
COc1ccc(C(OC(=O)c2ccco2)C(=O)NCc2ccc(C)cc2)cc1 (stereo not drawn)	3	11	5	0.1	-1	-14	-9	-5	0.0
CNC(=O)c1c(NC(=O)c2ccc(S(=O)(=O)N3CCCCC3)cc2)sc2c1CCN(C(C)C)C2	3	1	9	7.4	5	-3	6	-1	5.7

Other results:
mol	D1 antagonist	D2 antag	D1 agonist	TRHR agonist	TRHR PAM	RXFP1 antagonist	D2 potentiator	D1 potentiator	D2 ag
CN=C1S/C(=C\c2ccc(N3CCCC3)c(F)c2)C(=O)N1C	-6	5	7	3.9	-1	-9	13	-3	1.5
Cc1ccn2c(CN3CCOCC3)c(-c3ccccc3)nc2c1	-32*	4	2	-0.2	-2	1	4	-5	-0.1
CCCCn1nc(C(=O)N(C)CC(=O)Nc2cccc(F)c2)c2ccccc2c1=O	1	-2	6	-1.6	6	-14	-2	7	0.6
COc1ccc([C@H]2CC(=O)C=C(c3ccccc3)C2)cc1	-11	-8	4	0.5	6	nt	16	-1	1.2
CC(C)c1ccccc1Oc1c(C(F)(F)F)oc2c(CN3CCN(C)CC3)c(O)ccc2c1=O	-33*	nt	13	-0.1	7	nt	-12	-1	nt
CCOC(=O)c1[nH]c2ccccc2c1CCCN1C(=O)c2ccccc2C1=O	-24	7	3	0.2	1	-13	2	-3	-0.3
CCOC(=O)c1sc(NC(=O)CCSC)nc1C	9	0	0	0.3	-5	-15	-4	3	-0.1
O=C(c1nn(Cc2ccccc2)c(=O)c2ccccc12)N1CCN(C/C=C/c2ccccc2)CC1	16	-6	3	0.6	-2	1	-12	-8	1.5
CCOc1cccc(C(=O)Nc2ccncc2)c1	-32*	-29	7	0.3	5	-12	6	-5	0.1
COCC1CCN(C(=O)C2CCC(=O)N(CC3CCCCC3)C2)CC1 (stereo not drawn)	-3	nt	3	0.1	3	6	7	-2	nt

Additional compounds.
mol	D1 antagonist	D2 antag	D1 agonist	TRHR agonist	TRHR PAM	RXFP1 antagonist	D2 potentiator	D1 potentiator	D2 ag
O=C(NC1CCS(=O)(=O)C1)c1cccc(S(=O)(=O)N2CCCC2)c1 (stereo not drawn)	-1	16	0	0.3	10	3	-3	-2	-0.1
C#CCOc1c(Cl)cc(C2C3=C(CCCC3=O)N(CC(=O)O)C3=C2C(=O)CCC3)cc1OC	0	-9	1	1.7	-7	6	-2	-4	0.3
CCCCc1nc2cc(C(=O)N3CCN(c4nc(C)cnc4C)CC3)ccc2o1	11	-4	2	-0.8	-3	-40	-2	0	0.2
O=C(NCCc1c[nH]c2ccccc12)C(=O)NCC1OCCN1S(=O)(=O)c1ccc(Cl)cc1 (stereo not drawn)	-8	nt	1	-0.2	5	0	nt	-6	nt
O=c1nc(N2CCCCC2)nc2n1CCO2	9	-17	2	0.2	3	0	1	-3	-2.3
CCc1ccc(S(=O)(=O)NCCc2cn3ccc(C)cc3n2)s1	8	-9	8	0.2	-2	3	-12	-4	0.2
CS(=O)(=O)c1ccc(Cl)c(NC(=O)c2cc(=O)[nH]c3ccc(S(=O)(=O)N4CCOCC4)cc23)c1	-26	15	3	-0.2	-8	4	-8	-13	0.0
O=C(NC(=S)Nc1nc(-c2ccc(Cl)cc2)cs1)c1cccs1	-13	2	1	0.0	-1	-11	nt	-3	-0.5
O=C(CN1C2CCCC1CC(NC(=O)C1CCCCC1)C2)NCc1ccc(F)cc1 (stereo not drawn)	8	16	1	-1.1	-3	1	-14	-6	-0.4
Cc1cc2ccccc2n1CCNC(=O)c1cccc(Br)c1	-21	nt	4	-0.7	-4	nt	13	-1	0.1
CCCN(C(=O)Cn1nc(Cc2ccncc2)c2ccccc2c1=O)c1ccccc1C	0	nt	0	-0.7	-9	12	-6	4	-0.2

No new results follow: five of the compounds above.
mol	D1 antagonist	D2 antag	D1 agonist	TRHR agonist	TRHR PAM	RXFP1 antagonist	D2 potentiator	D1 potentiator	D2 ag
O=C(NC1CCS(=O)(=O)C1)c1cccc(S(=O)(=O)N2CCCC2)c1 (stereo not drawn)	-1	16	0	0.3	10	3	-3	-2	-0.1
C#CCOc1c(Cl)cc(C2C3=C(CCCC3=O)N(CC(=O)O)C3=C2C(=O)CCC3)cc1OC	0	-9	1	1.7	-7	6	-2	-4	0.3
CCCCc1nc2cc(C(=O)N3CCN(c4nc(C)cnc4C)CC3)ccc2o1	11	-4	2	-0.8	-3	-40	-2	0	0.2
O=C(NCCc1c[nH]c2ccccc12)C(=O)NCC1OCCN1S(=O)(=O)c1ccc(Cl)cc1 (stereo not drawn)	-8	nt	1	-0.2	5	0	nt	-6	nt
O=c1nc(N2CCCCC2)nc2n1CCO2	9	-17	2	0.2	3	0	1	-3	-2.3
